Shn3 inh set2: reduction of Shn3 3'UTR firefly luciferase signal, primary screen, Schnurri-3 inhibitor project, cell-based, Clone20 osteoblasts, set 2 | Clone20 osteoblast Shn3 3'UTR firefly luciferase, 24 h | inhibition, % at 12.5 µM | hit rate 0.52% among 360,000 | AID 588674, 2011;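 active means mean inhibition of at least 75% with every replicate also reaching 75%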;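 further: 0% = median of neutral control wells and 100% = pilot-screen positive control compound; some compounds past the cut are filed as inactive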
CF NFkB inh: inhibitors of PAF-induced NF-kB signaling, primary screen, cell-based, GFP fluorescence, uHTS; KKLEB NF-kB-GFP reporter, GFP fluorescence overnight; inhibition, % at 5 µM; hit rate 0.86% among 360,000; AID 588850, 2011;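 active means at least 50% inhibition at 5 µM, scaled per plate between neutral and stimulator controls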;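 further: PAF is a Pseudomonas aeruginosa culture filtrate used as stimulus; plate controls were PAF-stimulated DMSO wells for no effect and unstimulated DMSO wells for full effect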
Peg3 prom inh: Peg3 promoter-driven luciferase inhibitors, primary screen, cell-based, HeLa, luciferase luminescence; HeLa PEG-Prom luciferase reporter, overnight; hit rate 1.7% among 360,000; inhibition, % at 20 µM;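 active means inhibition of at least 50% at 20 µM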
TROY NFkB inh: inhibitors of TROY-driven NF-kB signaling, primary screen, Q293 LMP1-TROYcd cells, NF-kB luciferase, uHTS; AID 1347056, 2019; inhibition, % at 10 µM; hit rate 0.98% among 360,000; Q293 LMP1-TROYcd NF-kB luciferase reporter, 4 h;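 active means compounds whose plate-normalised and pattern-corrected inhibition of the luciferase reporter signal at the single screening dose is 50% or more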
TWEAK Fn14 block: inhibitors of TWEAK-Fn14 signaling, primary screen, luciferase reporter cells, uHTS; hit rate 2% among 360,000; inhibition, % at 10 µM; AID 1159606, 2016; TWEAK-stimulated Fn14 reporter cells, luciferase luminescence, 8 h; in the data active means inhibition above about 50%
HIF-2a block: HIF-2a reporter inhibitors, primary screen, luminescence, 786-0 RCC cells | hit rate 0.72% among 360,000 | 786-0 RCC cells HIF-2a reporter, luciferase luminescence, overnight | AID 624352, 2012 | inhibition, % at 18.8 µM;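 active means inhibition of the luminescence signal of 40% or more relative to plate controls, in a single-dose primary screen at 18.75 µM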
C8 TRAIL sens: viability loss with TRAIL in NB7+C8 cells, primary screen, TRAIL sensitizer project, cell-based, ATPlite luminescence. inhibition (viability loss, TRAIL sensitization), % at 10 µM. hit rate 1% among 360,000. AID 624354, 2012;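 active means compounds causing at least 50% loss of cell viability in the single-dose screen, relative to plate controls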
KKLEB cytotox: cytotoxicity in KKLEB CF airway cells, primary screen, cytotoxicity control for CF NF-kB inhibitor project, cell-based, uHTS, fluorescence assay plates; KKLEB CF airway cells viability, ATPlite luminescence, overnight; hits give low values; cells stimulated with P. aeruginosa culture filtrate; activity change (cytotoxicity), % at 5 µM; hit rate 0.36% among 360,000;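 active means corrected activity change at or below -50% at 5 µM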
NR2E3 ag-1: NR2E3 agonists in two-hybrid cells, primary screen, cell-based, luminescence, CHO-S, Gal4-NCOR/VP16-NR2E3 | inhibition of corepressor binding, % at 3.98 µM | AID 602229, 2012 | Photoreceptor-specific nuclear receptor (Homo sapiens), Q9Y5X4 | luciferase | hit rate 0.35% among 360,000;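 active means inhibition above the mean of all tested compounds plus 3 SD, cut at about 70% in these data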;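 further: 0% = DMSO with NR2E3 transfected cells and 100% = cells lacking NR2E3 construct; higher means lower luciferase signal from less NR2E3 corepressor binding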
Target sequence (Q9Y5X4 whole entry, looked up, the tested form may be a part): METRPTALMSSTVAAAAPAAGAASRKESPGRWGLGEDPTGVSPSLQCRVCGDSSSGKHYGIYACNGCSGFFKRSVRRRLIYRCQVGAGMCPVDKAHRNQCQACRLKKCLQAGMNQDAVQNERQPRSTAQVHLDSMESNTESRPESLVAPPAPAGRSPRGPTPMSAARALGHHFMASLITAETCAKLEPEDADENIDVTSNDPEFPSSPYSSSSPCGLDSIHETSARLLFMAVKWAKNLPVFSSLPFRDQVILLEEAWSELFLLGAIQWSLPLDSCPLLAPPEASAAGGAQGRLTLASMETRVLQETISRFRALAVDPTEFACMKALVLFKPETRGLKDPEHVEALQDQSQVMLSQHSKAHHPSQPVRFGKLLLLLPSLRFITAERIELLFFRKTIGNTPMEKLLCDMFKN
MITF TRPM1 inh: inhibitors of MITF-dependent TRPM1 promoter reporter, primary screen, cell-based, SK-MEL-5, single point, luciferase; inhibition, % at 12.5 µM; SK-MEL-5 TRPM1 promoter luciferase, 24 h; hit rate 0.83% among 330,000;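 active means mean inhibition across replicates of 60% or more, whatever share of single replicates reaches that level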; further: values of inactives mirror those of a sister screen read the other way
NR2E3 ag-2: inhibitors of NR2E3-RetCOR corepressor binding, primary screen, NR2E3 agonist project, biochemical, TR-FRET, GST-NR2E3, biotin-RetCOR. Photoreceptor-specific nuclear receptor (Homo sapiens), Q9Y5X4. 1536-well. inhibition of corepressor binding, % at 4.78 µM. hit rate 0.12% among 320,000. AID 2300, 2010;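 active means percent inhibition above the cutoff of mean plus 3 SD of all tested compounds, set per screening campaign, cut at about 20% in these data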;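 further: 0% = DMSO wells and 100% = biotin wells as full block of FRET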
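Material – GST-tagged NR2E3 plus biotinylated RetCOR corepressor · Quantity – NR2E3 fusion 1.35 nM · Times – 5 h incubation at 4 °C · Medium – pH 7.5 Tris-based buffer · Technique – TR-FRET, Eu(K)-anti-GST donor, streptavidin-D2 acceptor, ex 340, em 617/671 nm · Benchmarks – high control biotin, low control 0.6% DMSO · Format – 1536-well plates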
Active calls of the source: *; · = no result given. An excerpt (hit frequency here may not be typical).

Preview, 12 compounds:
#	molecule	Shn3 inh set2	CF NFkB inh	Peg3 prom inh	TROY NFkB inh	TWEAK Fn14 block	HIF-2a block	C8 TRAIL sens	KKLEB cytotox	NR2E3 ag-1	MITF TRPM1 inh	NR2E3 ag-2
1	CN(C)c1ccc(C(=O)NNC(=O)Nc2ccccc2)cc1	4	3	11	-6	14	10	-10	2	-9	8	0
2	O=C(COc1ccccc1)N(Cc1cccc(F)c1)C1CCS(=O)(=O)C1 (stereo not given)	-13	0	13	10	-17	8	-28	1	-35	0	1
3	CCc1ccc(CCC(=O)Nc2ccc(C(C)=O)cc2)o1	10	-16	-21	-31	-13	-28	0	5	4	1	0
4	CC(=O)Oc1cc(O)c2c(c1)OC(c1ccc(OC(C)=O)c(OC(C)=O)c1)C(OC(C)=O)C2=O (stereo not given)	10	3	10	-6	1	15	1	-5	-17	-1	1
5	N=c1sccn1CC(=O)NC(c1ccccc1)c1ccccc1	11	-5	-4	-13	-24	1	1	5	9	-7	1
6	COc1ccccc1CN1CC(C(=O)NC2(c3ccccc3)CC2)CCC1=O (stereo not given)	-18	-5	-14	-25	2	-13	-13	-4	-6	1	1
7	C=CCNC(=O)c1onc(CSc2cc(C)ccc2C)c1C(=O)O	-7	8	-6	-15	-46	10	6	0	-14	-3	3
8	C=CCNc1nc2cc(-c3ccccc3OC)sc2c(=O)n1C	-76	-3	-315	-51	-43	-253	0	11	-88	·	·
9	CC(C)CC(=O)NC(NC(=S)Nc1cccc2cccnc12)C(Cl)(Cl)Cl (stereo not given)	39	2	39	13	0	21	-5	-5	-6	20	2
10	CC(=O)Nc1ccc(NC(=O)COC(=O)c2ccco2)cc1	11	5	-12	5	-4	13	0	6	3	-4	0
11	CCOc1ccccc1N(C(=O)CNC(=O)c1ccco1)C(C(=O)NC1CCCC1)c1cccnc1 (stereo not given)	19	0	-5	11	8	6	3	-4	-17	5	1
12	N#Cc1ccc(Cn2c(=O)oc3ccccc32)cc1	23	5	-3	14	8	9	-10	-9	11	13	1

The list itself, previewed entries included:
#	molecule	Shn3 inh set2	CF NFkB inh	Peg3 prom inh	TROY NFkB inh	TWEAK Fn14 block	HIF-2a block	C8 TRAIL sens	KKLEB cytotox	NR2E3 ag-1	MITF TRPM1 inh	NR2E3 ag-2
1	CN(C)c1ccc(C(=O)NNC(=O)Nc2ccccc2)cc1	4	3	11	-6	14	10	-10	2	-9	8	0
2	O=C(COc1ccccc1)N(Cc1cccc(F)c1)C1CCS(=O)(=O)C1 (stereo not given)	-13	0	13	10	-17	8	-28	1	-35	0	1
3	CCc1ccc(CCC(=O)Nc2ccc(C(C)=O)cc2)o1	10	-16	-21	-31	-13	-28	0	5	4	1	0
4	CC(=O)Oc1cc(O)c2c(c1)OC(c1ccc(OC(C)=O)c(OC(C)=O)c1)C(OC(C)=O)C2=O (stereo not given)	10	3	10	-6	1	15	1	-5	-17	-1	1
5	N=c1sccn1CC(=O)NC(c1ccccc1)c1ccccc1	11	-5	-4	-13	-24	1	1	5	9	-7	1
6	COc1ccccc1CN1CC(C(=O)NC2(c3ccccc3)CC2)CCC1=O (stereo not given)	-18	-5	-14	-25	2	-13	-13	-4	-6	1	1
7	C=CCNC(=O)c1onc(CSc2cc(C)ccc2C)c1C(=O)O	-7	8	-6	-15	-46	10	6	0	-14	-3	3
8	C=CCNc1nc2cc(-c3ccccc3OC)sc2c(=O)n1C	-76	-3	-315	-51	-43	-253	0	11	-88	·	·
9	CC(C)CC(=O)NC(NC(=S)Nc1cccc2cccnc12)C(Cl)(Cl)Cl (stereo not given)	39	2	39	13	0	21	-5	-5	-6	20	2
10	CC(=O)Nc1ccc(NC(=O)COC(=O)c2ccco2)cc1	11	5	-12	5	-4	13	0	6	3	-4	0

Carrying on:
#	molecule	Shn3 inh set2	CF NFkB inh	Peg3 prom inh	TROY NFkB inh	TWEAK Fn14 block	HIF-2a block	C8 TRAIL sens	KKLEB cytotox	NR2E3 ag-1	MITF TRPM1 inh	NR2E3 ag-2
11	CCOc1ccccc1N(C(=O)CNC(=O)c1ccco1)C(C(=O)NC1CCCC1)c1cccnc1 (stereo not given)	19	0	-5	11	8	6	3	-4	-17	5	1
12	N#Cc1ccc(Cn2c(=O)oc3ccccc32)cc1	23	5	-3	14	8	9	-10	-9	11	13	1
13	COc1ccc(NC(=S)NN2C(C)CCCC2C)cc1 (stereo not given)	8	-3	7	4	-2	12	-15	5	-5	0	3
14	Cc1nc2ccccc2c(=O)n1CCCN1CCOCC1	-11	8	6	5	11	0	0	5	-30	-30	-4
15	COc1ccc(/C(O)=C2/C(=O)C(=O)N(CCN(C)C)C2c2ccc(C)cc2)cc1Cl (stereo not given)	-7	-8	-4	-5	11	12	-17	-4	-10	-3	7
16	CC1=CS/C(=C(/C#N)C(=O)N2CCCCC2)N1c1ccccc1	2	-2	16	-13	-4	-1	3	-1	1	8	5
17	C#CCNC(=O)C1=C[C@H](c2ccc3c(c2)OCO3)[C@@H](CCCO)[C@H](OCC)O1	-7	-9	-11	7	-11	12	0	1	-1	10	1
18	CN(C(=O)c1cccc(NC(=O)Cc2ccc(NC(=O)C3CCCN(C(=O)C4CCCCC4)C3)cc2)c1)C1CC1 (stereo not given)	0	-20	-5	-9	-7	-5	-4	-12	-10	2	·
19	O=C(NCCCCc1ccccc1)Nc1cccc(F)c1	9	-38	-66	-12	-6	-128	3	6	-31	-15	3
20	O=C(Cn1cc(C(=O)COc2ccccc2)c2ccccc21)NCc1ccco1	-40	-11	-55	-14	9	-57	4	14	-27	-3	4

Going on with the list.
#	molecule	Shn3 inh set2	CF NFkB inh	Peg3 prom inh	TROY NFkB inh	TWEAK Fn14 block	HIF-2a block	C8 TRAIL sens	KKLEB cytotox	NR2E3 ag-1	MITF TRPM1 inh	NR2E3 ag-2
21	O=C(NC1(C(F)(F)F)C(=O)Nc2c1c(=O)[nH]c(=O)n2-c1ccccc1)c1ccncc1 (stereo not given)	1	-6	-3	-5	-2	9	-2	-6	9	-6	0
22	Cc1ccc(NC(=O)Nc2ccc3c(c2)CCC3)cc1	-47	28	-201	-35	-42	-201	-5	-1	-96	-81	-1
23	O=C(C[n+]1ccn(CCCNP2(=O)C=C(c3ccccc3)OC(c3ccccc3)=C2)c1)c1cccs1	-9	9	-49	-20	-21	5	-6	17	-1	-4	4
24	C[C@H]1CN([C@@H](C)CO)S(=O)(=O)c2ccc(C#Cc3cccnc3)cc2O[C@@H]1CN(C)C(=O)Nc1ccc2c(c1)OCO2	8	28	-6	-5	1	12	-5	-17	-71	·	·
25	COc1ccc(N=C(C)C2=C(O)c3ccccc3C2=O)cc1	-23	1	-105	-12	63*	-105	70*	-24	-145	-9	2
26	O=C(Nc1ccc(Cl)cn1)c1cc2c(s1)-c1ccccc1OC2	-59	24	-176	0	19	-278	10	-6	-26	-69	-1
27	O=C(CCSCCc1ccccn1)Nc1c(F)cc(F)cc1Br	-8	0	3	-7	-16	11	-5	2	6	9	3
28	CC(C)(C)NC(=O)C(Cc1ccccc1)NS(=O)(=O)c1ccc2c(c1)CCC(=O)N2 (stereo not given)	-4	-10	3	-31	-9	4	5	4	-12	-6	-2
29	Cc1ccc(S(=O)(=O)NCC(=O)N(CC(=O)NCc2ccco2)C2CCCC2)cc1	-15	-7	2	0	12	6	-24	1	-37	-5	2
30	N#CC1=C2SCN(Cc3ccco3)CN2C(=O)CC1c1c(F)cccc1Cl (stereo not given)	-16	3	1	-3	0	2	5	-10	-3	·	1

Additional entries.
#	molecule	Shn3 inh set2	CF NFkB inh	Peg3 prom inh	TROY NFkB inh	TWEAK Fn14 block	HIF-2a block	C8 TRAIL sens	KKLEB cytotox	NR2E3 ag-1	MITF TRPM1 inh	NR2E3 ag-2
31	OCCNCCCCOc1ccc(F)cc1	-14	11	-2	2	1	-6	26	-1	22	3	0
32	CS(=O)(=O)N1CCc2cc(C(=O)O)ccc21	-55	2	13	-9	-10	6	2	-1	-25	0	4
33	O=C(Nc1ccc2c(c1)OCO2)C1CCN(S(=O)(=O)c2cccs2)CC1	-24	-27	-79	-39	-17	-190	14	5	-35	-13	3
34	Cc1cc(C)nc(SCc2nc3nc(C)cc(C)n3c2Br)n1	-13	6	-3	8	0	-6	9	2	-5	-9	3
35	CSC1=C(C#N)C(c2sccc2C)CC(=O)N1 (stereo not given)	-4	25	10	12	37	17	1	-17	11	6	2
36	Cc1ccc(OCC(=O)O/N=C(\N)Cc2ccc([N+](=O)[O-])cc2)cc1C	-5	-16	2	15	-4	-1	2	8	-24	-11	-1
37	COC(=O)CCCN=C1SCCN1Cc1ccccc1	-10	0	6	9	-6	8	-14	7	6	16	1
38	CCOc1ccc(N2C(=O)CC(N3CCC(NC(=O)Nc4ccccc4)CC3)C2=O)cc1 (stereo not given)	6	3	6	20	3	17	3	-1	-2	6	2
39	CS(=O)(=O)c1ccc(C(=O)NCc2ccccc2F)cc1	7	12	-4	-3	3	5	-1	-1	-1	-7	2
40	O=C1CC(c2ccco2)CC(O)=C1C=NCC1CCNCC1 (stereo not given)	-7	2	8	18	9	2	-8	-2	-14	13	0

(more compounds)
#	molecule	Shn3 inh set2	CF NFkB inh	Peg3 prom inh	TROY NFkB inh	TWEAK Fn14 block	HIF-2a block	C8 TRAIL sens	KKLEB cytotox	NR2E3 ag-1	MITF TRPM1 inh	NR2E3 ag-2
41	COc1cc(CNn2cn[nH]c2=S)cc(Br)c1OCc1ccccc1F	4	6	8	-1	4	7	4	7	-27	-6	-2
42	COC(=O)c1cc(C(=O)Nc2cccc(C)n2)cc([N+](=O)[O-])c1	10	6	10	8	-16	12	7	-11	3	-5	0
43	Cn1cccc1Cc1nnc(SCC(=O)NCc2ccco2)n1CCc1ccccc1	4	-6	15	-6	-1	1	-12	14	8	-7	0
44	CC(/C=C/C=C/c1ccccc1)=N/NC(=O)CNc1ccccc1C	1	9	1	4	-19	3	6	-2	-5	-7	-3

Screening data (PubChem BioAssay)
